Screening data: PubChem, Sanford-Burnham Center for Chemical Genomics
mIAP inh = blocks mouse intestinal alkaline phosphatase | purified mouse IAP, CDP-Star luminescence, 30 min | inhibition, % at 10 µM | 330,000 compounds, 0.2% hits | AID 2806;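 active = inhibition of at least 40% at 10 µM in the primary screen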;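 also: plate controls were DMSO with enzyme for no effect and no enzyme wells for full effect; values of inactives mirror those of a sister screen read the other way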
ATG4B inh = inhibitors of human ATG4B cysteine protease; 340,000 compounds, 0.51% hits; ATG4B cleavage of LC3-PLA2, NBD-HPC fluorescence, 1 h; Q9Y4P1; inhibition, % at 8.33 µM; AID 504462; in the data active = inhibition above about 40%
Target sequence (Q9Y4P1 whole entry, looked up): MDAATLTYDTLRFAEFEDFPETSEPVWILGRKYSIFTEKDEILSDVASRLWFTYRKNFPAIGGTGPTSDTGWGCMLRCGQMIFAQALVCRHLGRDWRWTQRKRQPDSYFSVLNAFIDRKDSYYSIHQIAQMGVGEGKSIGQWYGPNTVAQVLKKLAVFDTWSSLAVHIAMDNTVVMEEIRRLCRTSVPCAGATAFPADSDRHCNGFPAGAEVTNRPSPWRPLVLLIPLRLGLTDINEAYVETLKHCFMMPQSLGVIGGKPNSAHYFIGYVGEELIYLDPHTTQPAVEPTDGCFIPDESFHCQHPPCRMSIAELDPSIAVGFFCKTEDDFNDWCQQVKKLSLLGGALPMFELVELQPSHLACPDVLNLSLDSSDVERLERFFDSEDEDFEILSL
mIAP act = mouse IAP activation. muIAP, CDP-Star luminescence, 30 min; stronger effect = higher value; 1 = vehicle-only enzyme signal, 0 = enzyme-free wells. activation factor at 10 µM. 330,000 compounds, 0.24% hits;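 active = activation factor of at least 2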; also: the source names both 10 and 20 µM as test concentration; values of inactives mirror those of a sister screen read the other way
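Assay system: mouse IAP enzyme; reagent: chemiluminescent substrate CDP-Star; dosing: test compounds delivered from DMSO solution; schedule: 30 min at room temperature; measured by: luminescence from enzymatic CDP-Star hydrolysis; controls: DMSO-only wells and no-enzyme negative control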
APOBEC3G inh = inhibitors of human APOBEC3G DNA deaminase; recombinant A3G, ssDNA deamination FAM/TAMRA fluorescence; inhibition, % at 20 µM; 330,000 compounds, 0.28% hits;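 active = inhibition of at least 40% at 20 µM, with no more than 30% in the related APOBEC3A deaminase screen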;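 also: plate controls were DMSO wells with A3G for no effect and wells lacking A3G enzyme for full effect; some compounds called inactive have numbers as strong as hits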
APOBEC3A inh = inhibitors of human APOBEC3A DNA deaminase. recombinant A3A, FAM/TAMRA ssDNA deamination fluorescence. inhibition, % at 20 µM. 330,000 compounds, 0.41% hits;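 active = at least 40% inhibition at 20 µM here, with at most 30% in a related deaminase screen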;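 also: plate controls were A3A with DMSO for no effect and wells lacking A3A enzyme for full effect; some results filed as inactive read as strong as hits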
hIAP block = blocks human intestinal alkaline phosphatase; inhibition, % at 10 µM; purified IAP, CDP-Star luminescence, 30 min; 330,000 compounds, 0.12% hits;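 active = inhibition reaching a set limit with compound at 10 µM in the primary screen, cut at about 35% in these data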;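 also: plate controls were DMSO wells with enzyme for no effect and no-enzyme buffer wells for full effect; values of inactives mirror those of a sister screen read the other way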
Target sequence (P09923 whole entry, looked up): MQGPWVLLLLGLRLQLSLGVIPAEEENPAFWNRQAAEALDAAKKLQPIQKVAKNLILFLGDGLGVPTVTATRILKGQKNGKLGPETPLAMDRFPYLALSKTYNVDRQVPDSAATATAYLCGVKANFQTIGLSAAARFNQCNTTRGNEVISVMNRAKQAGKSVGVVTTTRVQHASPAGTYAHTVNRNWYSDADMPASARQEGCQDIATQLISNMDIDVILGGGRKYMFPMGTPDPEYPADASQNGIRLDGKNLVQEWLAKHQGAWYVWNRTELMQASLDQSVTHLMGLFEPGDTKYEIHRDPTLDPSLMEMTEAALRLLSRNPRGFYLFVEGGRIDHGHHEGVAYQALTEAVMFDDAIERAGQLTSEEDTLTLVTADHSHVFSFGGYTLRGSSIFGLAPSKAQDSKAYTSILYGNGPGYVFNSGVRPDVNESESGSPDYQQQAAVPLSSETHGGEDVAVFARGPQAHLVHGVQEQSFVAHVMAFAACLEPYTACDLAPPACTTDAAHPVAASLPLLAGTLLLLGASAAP
MPTP block = blocks calcium-induced mitochondrial swelling; isolated mouse mitochondria, Ca2+ swelling absorbance, 30 min; inhibition, % at 10 µM; 360,000 compounds, 1.4% hits; AID 602449;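 active = inhibition of 50% or more, scaled per plate between neutral and stimulator controls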;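 also: 0% = DMSO wells given calcium and 100% = 1 mM EGTA wells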
hIAP activ = human IAP activation; P09923; activation factor at 10 µM; 330,000 compounds, 0.16% hits; AID 2524; purified human IAP, CDP-Star luminescence, 30 min; stronger effect = higher value; 1 = vehicle-only enzyme, 0 = enzyme-free background;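 active = activation factor of the enzyme at least 2-fold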; also: the source names both 10 and 20 µM as test concentration; values of inactives mirror those of a sister screen read the other way
beta cell repl = MIN6 beta-cell proliferation induction; 330,000 compounds, 0.29% hits; proliferation, % at 10 µM; AID 2380; MIN6 cells proliferation, ATPlite luminescence, 48 h; cells starved in 0.2% serum; 100% = growth in 10% serum;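 active = compounds whose signal lies at least 3.5 SD above the mean of all wells on their plate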;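 also: 0% = DMSO-treated cells in low-serum medium and 100% = 10% serum control; some compounds called inactive have numbers as strong as hits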
* marks the source's active call; other numbers are inactive results; x = not tested or not shown.

SMILES	mIAP inh	ATG4B inh	mIAP act	APOBEC3G inh	APOBEC3A inh	hIAP block	MPTP block	hIAP activ	beta cell repl
Cc1ccc(C(=O)c2cc([N+](=O)[O-])ccc2N2CCN(C)CC2)cc1	4	1	0.96	-2	2	-2	1.0	1	0
Cc1ccc2c(c1)C(c1ccncc1)=NNC(c1cccnc1)=N2	-14	-6	1.1	7	6	16	-2.9	0.84	2
N#C/C(=C\C=C\c1ccccc1)C(=O)NCc1ccco1	-3	-3	1	12	8	1	-0.5	0.99	-5
O=C(NCCc1ccccc1)C1CCCN1C(=O)Nc1cccc(Cl)c1 (stereo not given)	-5	-4	1.1	-3	-2	-7	-0.5	1.1	-3
CC1(C)CNC(=O)c2sc(NC(=O)c3ccccc3Cl)nc2C1	-3	-7	1	-2	0	1	0.3	0.99	-2
CCOc1ccc(OCCCCN(C)C)cc1	-1	2	1	-6	-14	1	-0.4	0.99	-4
COc1ccc(NC(=O)Cn2cnc3sc(C)c(S(=O)(=O)N4CCOCC4)c3c2=O)cc1Cl	-11	1	1.1	0	3	7	-2.3	0.93	0
CCOc1ccc(NS(=O)(=O)c2cc(NC(=O)c3ccc(C)cc3)ccc2Cl)cc1	5	-8	0.95	-2	-1	2	90*	0.98	-3
O=C(C1CC(c2cccc(Br)c2)=NO1)N1CCc2ccccc2C1 (stereo not given)	4	28	0.96	-3	1	0	1.7	1	-2
C=CCOc1ccccc1CNCCc1ccc(S(N)(=O)=O)cc1	-4	-2	1	-5	-1	3	-3.1	0.97	-4
CC(C)(C)OC(=O)C[C@H]1C/C=C\C[C@@H](CC(=O)NCCO)C(=O)NC[C@H](c2ccccc2)OC1=O	0	8	0.99	-6	-5	10	0.2	0.9	3
CC1=CC2=NC(=O)CC(C)(C(=O)N(CC(=O)NC3CCCC3)c3ccccc3F)N2C=C1 (stereo not given)	3	4	0.97	-8	-5	0	0.6	1	-2
Cn1cc(CNC(=O)C2CCC(=O)N(Cc3ccc(Cl)cc3)C2)cn1 (stereo not given)	-2	2	1	-10	-9	-21	-2.0	1.2	0
O=C(NCc1ccco1)C(c1ccccc1F)N(CC1CCCO1)C(=O)Cn1nnc2ccccc21 (stereo not given)	4	8	0.96	-4	-1	13	1.7	0.87	-1
COC1CCN(C(=O)C2CCC(=O)N(CCc3cccc(F)c3)C2)CC1 (stereo not given)	7	2	0.93	-4	-6	-4	-0.6	1	7
CC(=O)c1ccc(N(C(=O)Cc2c[nH]c3ccccc23)C(C(=O)NC2CCCCC2)c2cccs2)cc1 (stereo not given)	-4	-7	1	0	2	-1	2.9	1	-4
Cc1ccccc1N(CC(=O)NC1CCCCC1)C(=O)CCC(=O)Nc1nccs1	-2	-2	1	-9	-1	4	-0.1	0.96	5
COc1ccc(/C=C2\C(=O)NCC(=O)N2C)cc1	8	3	0.92	14	52*	8	-1.6	0.92	-5
O=C(O)c1ccccc1C(=O)NCCc1c(C(=O)O)[nH]c2ccc(F)cc12	3	-8	0.97	-2	-1	13	0.5	0.87	3
CCCc1cc(C(=O)NC(C)C2CCCO2)cs1 (stereo not given)	-9	-5	1.1	5	1	9	0.2	0.91	-2
C/C(=N/NC(=O)c1ccc(Br)o1)C(C)C	14	-3	0.86	-4	-3	-11	-1.4	1.1	0
O=C(N/N=C/c1ccc(OC(=O)c2ccc3c(c2)OCO3)cc1)c1cncc(Br)c1	34	5	0.66	15	13	-26	-1.7	1.3	-2
CSc1ncc(Cl)c(C(=O)Nc2ccccc2C)n1	0	-6	1	-7	1	-4	-2.0	1	-3
CCn1c(SCC(=O)Nc2nc3ccccc3s2)nc2c(c1=O)SC(C)C2 (stereo not given)	1	-2	0.99	-4	1	-9	x	1.1	-1
COCCN(C)Cc1cn(-c2ccc(F)cc2F)nc1-c1ccccc1C	7	23	0.93	-4	-2	-2	-0.2	1	-1
COc1ccccc1CNc1cncnc1	9	-2	0.91	-2	1	-8	-0.4	1.1	2
CNC[C@@H]1Oc2ccc(NC(=O)Nc3ccccc3)cc2C(=O)N([C@@H](C)CO)C[C@H]1C	-132	0	2.3*	2	3	-8	-0.5	1.1	-3
Cc1nn(-c2ccc(F)cc2)c2sc(C(=O)OC3CCOC3=O)cc12 (stereo not given)	7	-18	0.93	4	5	-2	-2.9	1	-2
COc1ccc(CNC(=O)c2cc3c(=O)n4ccccc4nc3n(CC3CCCO3)c2=N)cc1 (stereo not given)	-3	-7	1	0	4	8	1.1	0.92	-1
CCCCN1CCNC[C@@H]1c1ccccc1	2	-4	0.98	-5	-2	-6	0.9	1.1	1
COc1ccccc1NC(=S)N1CCC(c2nc3cc(C)c(C)cc3[nH]2)CC1	4	-13	0.96	-3	3	-16	-0.9	1.2	-3
COc1ccc(CCN(C(=O)c2ccco2)C(C(=O)NC2CCCC2)c2ccncc2)cc1OC (stereo not given)	4	-12	0.95	-7	-1	12	1.5	0.88	-2
Cc1cc(C(=O)c2ccccc2)c(NC(=O)CN2CCOCC2)s1	-1	-9	1	1	1	0	2.2	1	-1
COc1cc(NC(=S)NCc2ccco2)c(OC)cc1Cl	-14	7	1.1	1	1	9	1.7	0.91	-2
COc1ccc(NC(=O)COc2cccc(-n3cnnn3)c2)cc1	2	8	0.98	-12	-5	-5	0.2	1.1	-3
COC(=O)C1CCN(C(c2cc(OC)c(OC)c(OC)c2)c2sc3nc(C)nn3c2O)CC1 (stereo not given)	-15	-6	1.2	-12	-6	-14	-2.0	1.1	-2
CCc1cccc(NC(=O)C2CCN(S(=O)(=O)c3ccc4[nH]c(=O)ccc4c3)CC2)c1	8	-19	0.92	7	0	-14	-0.2	1.1	1
O=C1c2ccc(Cl)cc2S(=O)(=O)c2cccc(C(=O)N3CCN(c4ncc(Br)cn4)CC3)c21	8	-12	0.92	-4	2	10	0.1	0.9	-6
O=C(Nc1nc(-c2cc(F)ccc2F)cs1)c1ccccn1	3	-1	0.97	-4	5	-7	0.6	1.1	-6
Cc1cc(NC(=O)COC(=O)c2ccc(S(=O)(=O)N3CCCC3)cc2)no1	-10	-5	1.1	-5	1	-2	0.6	1	-1

Structural class, the entries above containing an aryl thioether with sulfur outside any ring (two)
SMILES	mIAP inh	ATG4B inh	mIAP act	APOBEC3G inh	APOBEC3A inh	hIAP block	MPTP block	hIAP activ	beta cell repl
CSc1ncc(Cl)c(C(=O)Nc2ccccc2C)n1	0	-6	1	-7	1	-4	-2.0	1	-3
CCn1c(SCC(=O)Nc2nc3ccccc3s2)nc2c(c1=O)SC(C)C2 (stereo not given)	1	-2	0.99	-4	1	-9	x	1.1	-1

More entries follow:
SMILES	mIAP inh	ATG4B inh	mIAP act	APOBEC3G inh	APOBEC3A inh	hIAP block	MPTP block	hIAP activ	beta cell repl
CC1CCN(Cc2c(C(=O)N/N=C/c3cc(Cl)ccc3O)nnn2-c2nonc2N)CC1	14	-3	0.85	-3	2	-64	-0.5	1.6	-4
CCCS(=O)(=O)N1CCCC(C(=O)NCCCN2CCN(c3ccccc3F)CC2)C1 (stereo not given)	7	4	0.93	-7	-2	-4	0.5	1	0
CN(C)c1ccc(/C=N/NC(=O)CCCCCNC(=O)c2ccccc2)cc1	-8	-4	1.1	-6	-5	-4	1.9	1	-3
Cc1ccc(-c2ccc(CCC(=O)O)n2CC(=O)O)cc1	5	-5	0.95	5	8	7	-0.6	0.93	0
COc1ccc(CCN2C(=O)CC(NNC(=O)c3ccc(F)cc3)C2=O)cc1OC (stereo not given)	12	-11	0.88	-3	-3	23	0.3	0.77	1
O=C(NNC(=O)c1cc(-c2ccccc2)nc2ccccc12)c1csc(N2CCOCC2)n1	9	-12	0.91	-5	5	-82	-0.8	1.8	-2
O=C(Nc1ccccc1)c1cnc(-c2ccccc2)nc1-c1ccccc1	8	-8	0.92	-1	1	5	8.6	0.95	-3
Cc1ccnc2nc(C(=O)OCC(=O)c3ccc(NC(=O)CC(C)C)cc3)nn12	12	-10	0.88	-1	8	4	1.1	0.96	-4
COc1ccc(N(C(=O)C(C)C)S(=O)(=O)c2ccc3ccccc3c2)cc1	10	8	0.9	-2	-5	17	0.4	0.83	-4
CC(=O)N1N=C(c2cccc([N+](=O)[O-])c2)OC1c1ccc(Cl)cc1Cl (stereo not given)	5	-5	0.95	0	5	9	2.1	0.91	-2
C/C(=N\Nc1ccc([N+](=O)[O-])cc1)c1cccc(N)c1	25	-1	0.75	-2	2	-7	0.8	1.1	0
CC1=NN(C(N)=S)C(=O)C1N=Nc1cc(Cl)ccc1Cl (stereo not given)	12	-1	0.88	-8	-5	-3	12	1	-3
NC(=O)NCC1CC1	-9	6	1.1	2	3	-2	0.5	1	-5
Cc1ccnc2nc(C(=O)OCC(=O)N(Cc3ccccc3)C(C)C)nn12	1	-1	0.99	-3	4	2	0.0	0.98	1
COc1ccc(CCNC(=O)c2c(O)c3ccccc3[nH]c2=O)cc1OC	6	-2	0.94	8	0	3	-0.4	0.97	9
Cc1ccc(S(=O)(=O)N2CC(C)N(C(=O)N3CCOCC3)C2C)cc1 (stereo not given)	8	3	0.92	-9	0	2	-2.4	0.97	8
COc1ccc(C(CNC(=O)c2cccc(S(=O)(=O)N3CCOCC3)c2)N2CCCC2)cc1 (stereo not given)	-7	3	1.1	-7	3	-5	0.4	1	-2
Cc1c(NC(=O)c2ccc3c(c2)OCO3)cccc1-c1nc2ncccc2o1	-6	-1	1.1	-5	3	8	-0.8	0.92	-2
Cc1cccc(NC(=O)C2COc3ccccc3O2)n1 (stereo not given)	1	2	0.99	-8	-5	-60	2.7	1.6	-2
CCOC(=O)c1ccc(NC(=O)c2cc(S(=O)(=O)N3CCOCC3)ccc2O)cc1	8	5	0.92	-1	0	2	3.8	0.98	0
COc1cc(-c2noc(C)c2-c2ccc3[nH]ccc3c2)cc(OC)c1OC	-17	5	1.2	-10	-1	3	1.9	0.97	-8
Cc1cc(=O)oc2cc(OC(C)C(=O)Nc3ccc(N4CCCCC4)cc3)ccc12 (stereo not given)	1	0	0.99	-9	-1	4	1.8	0.96	0
O=c1nc2n(Cc3ccccc3)c3ccccc3cc-2c(=O)[nH]1	1	x	0.99	3	1	6	x	0.94	0
COc1ccc(-n2ncc3c(N4CCC(C)CC4)ncnc32)cc1	2	-4	0.98	-9	-2	0	-0.2	1	-3
O=C(N/C(=C\c1ccc(F)cc1)C(=O)N1CCOCC1)c1ccccc1	-4	-2	1	-5	-1	-11	-1.2	1.1	0
COc1ccc(-n2c(SCC(=O)Nc3ccccc3)nnc2-c2ccoc2C)cc1	-1	-1	1	-6	-2	-19	1.5	1.2	-4
O=C(COc1ccc2c3c(c(=O)oc2c1)CCC3)N1CCN(c2ccccc2)CC1	-4	-9	1	-1	-2	-5	-0.3	1.1	-2
Cn1c(=O)[nH]c(=O)c2c1[nH]c(=S)n2Cc1ccc(Cl)cc1	3	6	0.97	16	-4	3	-0.9	0.97	-1
COc1ccc(NS(=O)(=O)c2cccc(C(=O)NNC(=O)c3cc(C)oc3C)c2)cc1	0	-7	1	-3	-2	-5	1.0	1.1	-1
CCOC(=O)c1cc(C(C)=O)n2ccccc12	9	-12	0.91	-10	0	-8	1.5	1.1	-1

Of the compounds above, 2 contain a COOH group.
SMILES	mIAP inh	ATG4B inh	mIAP act	APOBEC3G inh	APOBEC3A inh	hIAP block	MPTP block	hIAP activ	beta cell repl
O=C(O)c1ccccc1C(=O)NCCc1c(C(=O)O)[nH]c2ccc(F)cc12	3	-8	0.97	-2	-1	13	0.5	0.87	3
Cc1ccc(-c2ccc(CCC(=O)O)n2CC(=O)O)cc1	5	-5	0.95	5	8	7	-0.6	0.93	0
